N370S GC mod: inhibits or activates N370S mutant glucocerebrosidase; P04062; N370S GC spleen homogenate, 4MU-glucoside fluorescence; Potency, µM (titrated, usually from 59.4 µM), without a hit: top-dose activity change, negative = inhibition, usual class: inhibitors; 330,000 compounds, 0.092% hits;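 also: 0% = full enzyme activity and -100% = no enzyme basal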
TDP1 block: blocks human tyrosyl-DNA phosphodiesterase 1. Q9NUW8. recombinant TDP1, AlphaScreen DNA substrate cleavage. Potency, µM (doses to about 130 µM), for the others: top-dose activity change, negative = inhibition, actives largely listed as inhibitors. 350,000 compounds, 0.28% hits; also: nearly all actives have a fitted effect of over 40% in size
Target sequence (Q9NUW8 whole entry, looked up): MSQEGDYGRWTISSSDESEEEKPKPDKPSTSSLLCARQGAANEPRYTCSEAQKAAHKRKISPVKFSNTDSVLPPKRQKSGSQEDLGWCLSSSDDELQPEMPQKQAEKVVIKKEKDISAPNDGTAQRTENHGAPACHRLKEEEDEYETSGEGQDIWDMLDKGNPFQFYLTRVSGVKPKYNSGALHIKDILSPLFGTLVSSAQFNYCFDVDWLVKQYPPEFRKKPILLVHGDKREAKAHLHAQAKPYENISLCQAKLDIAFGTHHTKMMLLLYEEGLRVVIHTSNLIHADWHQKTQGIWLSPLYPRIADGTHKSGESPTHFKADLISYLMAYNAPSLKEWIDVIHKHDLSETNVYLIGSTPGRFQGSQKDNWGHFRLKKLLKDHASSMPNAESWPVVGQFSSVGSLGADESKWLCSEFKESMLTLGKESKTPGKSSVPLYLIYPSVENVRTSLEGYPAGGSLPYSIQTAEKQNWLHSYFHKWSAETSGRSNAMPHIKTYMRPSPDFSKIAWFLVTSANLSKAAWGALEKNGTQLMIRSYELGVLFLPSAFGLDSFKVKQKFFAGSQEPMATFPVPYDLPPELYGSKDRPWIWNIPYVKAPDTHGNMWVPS
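Enzyme-compound mixtures sat 15 min at room temperature, followed by a 5 min reaction with 15 nM final substrate and 10 min with AlphaScreen beads. Recombinant human Tdp1 was used at 1 nM final.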
FEN1 inh: inhibitors of human flap endonuclease 1; P39748; Recombinant FEN1 flap cleavage, fluorescence, 15 min; Potency, µM (series often up to 114 µM), inactives show at the top dose activity change, negative = inhibition, hits mostly inhibitors; 390,000 compounds, 0.35% hits; AID 588795; also: nearly all actives have a fitted effect of over 65% in size
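Quantitative HTS format: each compound was titrated, incubated with 10 nM nuclease for 15 min at room temperature, then challenged with flap substrate at 50 nM final. Signal change over 15 min gave concentration–effect curves.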
* marks the source's active call; other numbers are inactive results; u = inconclusive; x = not tested or not shown; & = joins results of further samples; [ ] = another dose, or the depositor's remark. Calls follow the shape of the dose curve; as a rule, active = well fitted curve in the direction sought with a large enough effect; inconclusive = small, poorly fitted or top-dose-only effect, or another doubt; inactive = no such curve, though single readings can be large; an effect the other way counts as inactive or inconclusive. Unless noted, % is scaled to controls: 0 for no effect and ±100 for the full control effect; potency is read from the fitted curve at half-maximal effect.

no. | molecule | N370S GC mod | TDP1 block | FEN1 inh
1 | C[C@H](CO)NC(=O)[C@H](C)[C@H]1C[C@]1(C)[C@H](NC(=O)OCc1ccccc1)c1ccccc1 | u | 1%&-8% | 5%
2 | CC(C)C[C@H]1CN=C(N(C)C)N1CCc1cccc(F)c1 | x | 0% | -12%
3 | CCN(CCO)C(=O)C(c1ccccc1)c1ccccc1 | 1% | 7% | 3%
4 | CC(CN1CCOCC1)OC(=O)c1ccc2c(c1)OCCO2 (stereo not given) | -16% | 6% | -2%
5 | COc1ccc(NC(=O)CSC2=Nc3ccccc3C3=NC(CC(=O)NCc4ccc5c(c4)OCO5)C(=O)N23)cc1 (stereo not given) | x | 4% | -6%
6 | Cc1ccc(/C=C/C(=O)N2CC(C)CC(C)C2)o1 (stereo not given) | -14% | 7% | -11%
7 | O=C(CCCc1ccccc1)Nc1ccc(S(=O)(=O)N2CCOCC2)cc1 | -15% | 6% | 6%
8 | CCc1ccc(S(=O)(=O)/N=C2/C=C(Sc3ncn[nH]3)C(=O)c3ccccc32)cc1 | -15% | 9% | 79µM*
9 | Cc1ccc(C)c(N2CCN(C(=O)C3CCCN(S(=O)(=O)c4ccc5c(c4)oc(=O)n5C)C3)CC2)c1 (stereo not given) | x | -1% | -6%
10 | CN(C)S(=O)(=O)Nc1cccc(Br)c1 | -3%&3% | 4%&3% | 3%
11 | CNC(=O)[C@@H]1C[C@H]1[C@@H](NC(=O)OCc1ccccc1)c1ccccc1 | 3%&-1% | 4%&10% | 14%
12 | CCOc1ccccc1CNC(CC)CO (stereo not given) | -6% | 3% | -18%
13 | O=[N+]([O-])c1ccccc1-n1cnc2ccccc21 | -16% | -2% | 1%
14 | Cc1cccc(COCCN2CCN(S(=O)(=O)c3ccccc3)CCC2=O)c1 | 1% | x | 3%
15 | CCN(CC)S(=O)(=O)c1ccc2[nH]c(=O)[nH]c2c1 | 5% | 3% | 1%

3 entries from above, with each value named.
[8] CCc1ccc(S(=O)(=O)/N=C2/C=C(Sc3ncn[nH]3)C(=O)c3ccccc32)cc1
  N370S GC mod: -15%
  TDP1 block: 9%
  FEN1 inh: 79µM*
[9] Cc1ccc(C)c(N2CCN(C(=O)C3CCCN(S(=O)(=O)c4ccc5c(c4)oc(=O)n5C)C3)CC2)c1 (stereo not given)
  N370S GC mod: x
  TDP1 block: -1%
  FEN1 inh: -6%
[10] CN(C)S(=O)(=O)Nc1cccc(Br)c1
  N370S GC mod: -3%&3%
  TDP1 block: 4%&3%
  FEN1 inh: 3%

Remaining list, next part.
no. | molecule | N370S GC mod | TDP1 block | FEN1 inh
16 | CC#CCN(Cc1ccco1)C(=O)C1CCC(=O)N(Cc2ccccc2F)C1 (stereo not given) | -7% | 2% | 5%
17 | O=C(CCNC(=O)C1CCN(S(=O)(=O)c2ccc(F)cc2)CC1)NCc1ccc(Cl)cc1 | 1% | 1% | 19%
18 | COC(=O)C1=C(C)N(c2cccc(OC)c2)C(=O)/C1=C\c1ccco1 | 3% | 8% | 2%
19 | CCCCc1c(C)c2ccc(OCC(C)=O)cc2oc1=O | 20% | 0% | 8%
20 | O=C(CN1C(=O)c2cccc3cccc1c23)NCC1CCCO1 (stereo not given) | -5% | 2% | 5%
21 | O=C(CN1CCC(n2nnc3cc(C(F)(F)F)ccc32)CC1)N1CCc2ccccc21 | 3% | 1% | -3%
22 | COc1cc(OC)c(C(=O)OCC(=O)Nc2ccc(N3CCOCC3)cc2)cc1OC | x | 3% | 7%
23 | CCc1ccc(NC(=O)CS(=O)CC(=O)Nc2ccc(-n3cnnn3)c(C)c2)cc1 (stereo not given) | -9% | 56µM* | -23%
24 | Cc1ccc(-n2c(=O)[nH]c3sc4c(c3c2=O)CCNC4)cc1C | x | 6% | 3%
25 | O=C(COC(=O)/C=C/c1ccccc1)NC1CCCCCC1 | 1% | 1% | -3%
26 | COc1cc(CO)c(Br)cc1OCC(N)=O | -1% | 3% | 1%
27 | COCCCN1C(=O)C(O)=C(C(=O)c2ccc(C)o2)C1c1cccc(Br)c1 (stereo not given) | u | -2% | 6%
28 | COc1ccc(-c2cc(-c3ccccc3)c(C#N)c(SCC(O)CS(=O)(=O)Cc3ccccc3)n2)cc1 (stereo not given) | x | 2%[12.3 µM] | -7%
29 | C=CCN1CC(C)/C(=N\O)CC1C (stereo not given) | -2% | 3% | 4%
30 | COc1cccc2[nH]c3c(N4CC(C)CC(C)C4)ncnc3c12 (stereo not given) | -1% | 6% | x
31 | COc1ccc(N(CC(=O)NCc2cccs2)S(=O)(=O)c2cccc(C)c2)cc1 | -2% | -6% | -1%
32 | COc1ccc(/C=C2\CCn3c2nc2cc(C(=O)O)ccc2c3=O)cc1O | 7% | x | u
33 | Cc1ccc(CNC(=O)C2CC2c2ccccc2)cc1 (stereo not given) | 30% | 4% | -14%
34 | Nc1cc(=O)[nH]c(SCCSc2ccc(F)cc2)n1 | 2% | 7% | -12%
35 | Cc1c(C(=O)N(Cc2ccccc2)Cc2cccnc2)cnn1-c1ccc(F)cc1 | -27% | 3% | 5%
36 | CCn1cc(C(=O)N/N=C(/C)c2ccc(F)cc2)c(=O)c2cc(F)c(N3CCCC3)cc21 | 0% | -5% | x
37 | C=CC[C@H](CC(=O)OC(C)(C)C)C(=O)OC[C@H]1CCCN1C(=O)[C@H](CC=C)CC(=O)N(CCO)Cc1ccccc1 | x | 1% | 11%
38 | CC(C)(C)c1ccc(NC(=O)COC(=O)c2ccc(CN3CCCC3=O)cc2)cc1 | x | 0% | -17%
39 | C#CCOc1ccc(/C=C2/C(=O)N(c3cccc(C(=O)O)c3)N=C2C)cc1OC | -6% | x | u
40 | Cc1cc(C(=O)COC(=O)c2ccco2)c(C)n1Cc1ccco1 | -7% | -14% | 13%
41 | CN(/C=C1/C(=O)CNC1=O)CCO | 16% | -1% | -5%
42 | Nc1cnc(Br)cc1Br | 2% | -3% | -6%
43 | CCCCOc1ccc(C(=O)N/C(=C\c2cccc([N+](=O)[O-])c2)C(=O)OC(C)C)cc1 | 1% | 2% | 9%
44 | COc1ccc(OC)c(N(CC(=O)N2CCOCC2)S(C)(=O)=O)c1 | -2% | x | 0%
45 | CC(C)(C)CNC(=O)c1cccc2c1C(=O)c1ccc(N3CCCC3)cc1S2(=O)=O | x | 0% | -17%

Complete entries as entered above. Screens in order: N370S GC mod, TDP1 block, FEN1 inh
Results for `Nc1cc(=O)[nH]c(SCCSc2ccc(F)cc2)n1` → 2%, 7%, -12%
Results for `C#CCOc1ccc(/C=C2/C(=O)N(c3cccc(C(=O)O)c3)N=C2C)cc1OC` → -6%, x, u

(cont.)
Values in the order – N370S GC mod | TDP1 block | FEN1 inh
46. Cc1cc(OCC(=O)NN2C(=O)c3ccccc3C2=O)ccc1Cl
    -1% | x | 13%
47. COc1ccc(Oc2nccc(OC)c2C#N)cc1
    1% | 5% | -9%
48. O=C(N/N=C/c1cccc([N+](=O)[O-])c1)c1cc2ccccc2o1
    3% | -10% | -8%
49. C=CCNC(=O)c1onc(CSc2ccc(Cl)cc2)c1C(=O)NCC=C
    5% | 2% | 1%
50. CO/N=C/c1ccc(Sc2ccc(C)cc2)c([N+](=O)[O-])c1
    -3% | 5% | -3%
51. CN1CCN(S(=O)(=O)c2ccc(NC(=O)c3ccccc3Cl)cc2)CC1
    -10% | x | 14%
52. COc1ccc([N+](=O)[O-])cc1NC(=O)c1cccs1
    5% | 0% | 3%
53. COc1ccc(OC)c(NC(=S)N2CCC(C(O)(c3ccccc3)c3ccccc3)CC2)c1
    19% | 6% | 0%
54. Cc1cc(C)cc(OCC(=O)Nc2ccccc2C(=O)NCc2ccco2)c1
    7% | -3% | -2%
55. CCn1c(N2CCN(CC(=O)c3c(C)n(C)c4ccccc34)CC2)nc2c1c(=O)[nH]c(=O)n2C
    5% | 5% | -8%
56. NS(=O)(=O)c1ccc(CCNCc2cc(Br)ccc2OCc2ccccc2F)cc1
    -25% | 3% | -1%
57. Cc1ccc(OCC(=O)Nc2ccc(OCc3cc(=O)n4ccsc4n3)cc2)cc1C
    x | 6% | -1%
58. COc1cccc(-c2nc(CS(=O)(=O)CC(=O)NCCc3cc(OC)ccc3OC)c(C)o2)c1
    5% | 6% | u
59. CCOCCCNC(=O)COc1ccc(OC)cc1
    2% | 0% | -3%
60. C/C=C1/C(=O)C[C@@H]2[C@H]3CCC4=CC(=O)CC[C@]4(C)[C@@H]3CC[C@]12C
    -27% | 11% | x

Sorted by value in TDP1 block (ascending): three of the compounds above.
Values in the order – N370S GC mod | TDP1 block | FEN1 inh
48. O=C(N/N=C/c1cccc([N+](=O)[O-])c1)c1cc2ccccc2o1
    3% | -10% | -8%
59. CCOCCCNC(=O)COc1ccc(OC)cc1
    2% | 0% | -3%
26. COc1cc(CO)c(Br)cc1OCC(N)=O
    -1% | 3% | 1%

Continuation.
Values in the order – N370S GC mod | TDP1 block | FEN1 inh
61. Nc1ccc2nc(-c3ccccc3)sc2c1
    u | 0% | -21%
62. COc1ccc(-c2cc(-c3ccco3)[nH]c(=O)c2C#N)cc1
    u | x | -1%
63. COC(=O)C1=C(N)Oc2cc(C)n(C)c(=O)c2C1c1ccc(Cl)cc1 (stereo not given)
    3%[2.35 µM] | 2% | -5%
64. CN1C(=O)SC(Nc2ccccc2)C1=O (stereo not given)
    -1% | x | -3%
65. O=C(CN(Cc1ccc2c(c1)OCO2)C(=O)CNS(=O)(=O)c1ccccc1)NCc1ccco1
    1% | 1% | -1%
66. O=C(Nc1cccc2cccnc12)c1ccc(Cl)cc1
    u | x | -15%
67. COc1cc(SC)ccc1C(=O)NC1CCCc2ccccc21 (stereo not given)
    2% | -17% | 7%
68. Cc1ccc(/C=C/C(=O)Nc2cc(S(=O)(=O)N3CCOCC3)ccc2N2CCOCC2)cc1
    x | 0% | 3%
69. O=C(NC1CCC1)C1CCC(=O)N(Cc2ccccc2F)C1 (stereo not given)
    -1% | 0% | -6%
70. COc1ccc(-c2nc3ccccn3c2NC2CCCCC2)cc1SC1CCCCC1
    3% | 1% | -8%
71. Cc1ccc(C(=O)NCCN(C)C)c(C)c1
    3% | 4% | 7%
72. COCCNc1nc(NCc2cccc(Cl)c2)c2cnn(C)c2n1
    x | 6% | -10%
73. CSc1nncc(/C(C)=N/O)n1
    -22% | 3% | 0%
74. O=[N+]([O-])c1ccc(O)c(-c2ccnc3cc(-c4ccccc4)nn23)c1
    x | 3% | -14%
75. CCOC(=O)C1=NN(c2ccc(Cl)cc2)C(=O)C1
    16% | x | 3%
76. COc1cccc(C2CC(=O)Nc3n[nH]c(-c4ccccc4)c32)c1OC (stereo not given)
    6% | 6% | 7%
77. COc1ccc(/C=C2/SC(=S)N(CCCC(=O)Nc3ccccc3C(=O)O)C2=O)cc1
    1% | 0% | -2%
78. O=C(CN1C(=O)C2CC=CCC2C1=O)Nc1ccc(S(=O)(=O)Nc2ncccn2)cc1 (stereo not given)
    -3% | 2% | 15%
79. O=c1cc(-c2ccccc2)[nH]n1-c1ccc([N+](=O)[O-])cc1
    7% | 12% | -2%
80. COCCNc1nc(SCc2ccccc2)nc2sc3c(c12)CCC3
    u | -4% | 0%
81. Cc1ccc(/C=C2\SC(=S)N(c3c(C)n(C)n(-c4ccccc4)c3=O)C2=O)cc1
    12% | 7% | 9%
